GAA glycogen: GAA glycogen-cleavage inhibition or activation | actives 0.38% (n = 300,000) | recombinant GAA, glycogen substrate, Amplex Red glucose oxidase fluorescence | P10253 | Potency, µM (titrated, usually from 76.4 µM), for inactives: at the top dose activity change, negative = inhibition, actives largely listed as inhibitors;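 note: 0% = full enzyme reaction and -100% = no-enzyme basal signal; the screen sought inhibitors and activators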
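qHTS, 1536-well; enzyme 4 nM final; cpd up to 77 uM; substrate bovine liver glycogen 30 ug; 50 mM citrate/phosphate pH 5.0, 0.01% Tween-20; 37 C, 40 min; Amplex Red detection 45 min RT; Hill fit → AC50.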
Tau fibril ThT: tau fibrillization inhibition (ThT binding); P10636; recombinant tau K18 P301L, heparin-induced fibrillization, ThT fluorescence; Potency, µM (titrated, usually from 57.4 µM), without a hit: top-dose activity, negative = inhibition, most hits filed as inhibitors; actives 2.1% (n = 270,000); AID 1460; note: % is set by controls: 0 for no effect and ±100 for the full control effect; nearly all actives have a fitted effect of over 55% in size
Target sequence (P10636 561-689 P618L limits assumed): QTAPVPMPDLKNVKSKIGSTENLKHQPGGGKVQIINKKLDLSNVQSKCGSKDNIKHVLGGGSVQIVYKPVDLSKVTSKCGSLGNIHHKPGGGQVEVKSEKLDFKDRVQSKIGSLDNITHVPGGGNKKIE
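In this qHTS, human K18 P301L tau is incubated with compound and heparin for 6 hr at 37 C, and Thioflavin T fluorescence then reports fibril load.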
HTT ATP protect: cytoprotection in Huntington HTT-Q103 PC12 cell model | PC12 HTT-Q103 induced, cytoprotection, ATP luminescence, 40 h | Potency, µM (series often up to 56.4 µM), for inactives: cytoprotection (ATP increase), actives largely listed as activators | actives 0.14% (n = 230,000);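 note: % of control where 0% means no effect; nearly all actives have a fitted effect of over 45% in size; toxic huntingtin expression switched on by the ecdysone agonist tebufenozide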
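PC12 cells with ecdysone-inducible HTT exon 1 Q103-GFP, induced with 100 nM tebufenozide and co-treated with library compounds in a dose series (1536-well, 1500 cells/well). Cytoprotection read as ATP content by ATPlite luminescence.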
aGlu spleen mod: lysosomal alpha-glucosidase (human) modulation; P10253; human spleen homogenate, 4-MU-alpha-glucoside fluorescence; Potency, µM (top dose mostly 79.9 µM), without a hit: at the top dose activity change, negative = inhibition, actives largely listed as inhibitors; actives 0.006% (n = 240,000); AID 2112;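 note: 0% = enzyme with vehicle and -100% = no enzyme basal signal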
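Human spleen homogenate (1 ug) with 4-methylumbelliferyl-alpha-D-glucopyranoside (1 mM final) in 50 mM citrate/phosphate pH 5.0, 0.01% Tween-20; 40 min at 37 C. Stopped at pH 10; 4-MU fluorescence Ex 365/Em 440 nm; AC50 by Hill fit.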
Tau FP inhib: tau fibrillization inhibition (FP). actives 0.39% (n = 280,000). K18 P301L tau heparin fibrillization, Alexa594 FP, 6 h. P10636. Potency, µM (top dose mostly 57.7 µM), inactives show at the highest dose activity, negative = inhibition, most hits filed as inhibitors; note: % is set by controls: 0 for no effect and ±100 for the full control effect; nearly all actives have a fitted effect of over 55% in size
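Human tau K18 […] P301L fragment, 15 uM unlabeled plus 0.24 uM Alexa 594-labeled tau (final), with compound and 20 uM heparin in 100 mM sodium acetate pH 7; 6 hr at 37 C, then Alexa 594 FP read.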
aGal spleen mod: alpha-galactosidase A (human) modulation | actives 0.008% (n = 240,000) | P06280 | human spleen homogenate, 4MU-alpha-Gal fluorescence, 40 min | Potency, µM (titrated, usually from 80 µM), for the others: at the highest dose activity change, negative = inhibition, hits mostly inhibitors;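 note: 0% = enzyme with vehicle and -100% = no enzyme basal signal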
Target sequence (P06280 32-429 limits assumed): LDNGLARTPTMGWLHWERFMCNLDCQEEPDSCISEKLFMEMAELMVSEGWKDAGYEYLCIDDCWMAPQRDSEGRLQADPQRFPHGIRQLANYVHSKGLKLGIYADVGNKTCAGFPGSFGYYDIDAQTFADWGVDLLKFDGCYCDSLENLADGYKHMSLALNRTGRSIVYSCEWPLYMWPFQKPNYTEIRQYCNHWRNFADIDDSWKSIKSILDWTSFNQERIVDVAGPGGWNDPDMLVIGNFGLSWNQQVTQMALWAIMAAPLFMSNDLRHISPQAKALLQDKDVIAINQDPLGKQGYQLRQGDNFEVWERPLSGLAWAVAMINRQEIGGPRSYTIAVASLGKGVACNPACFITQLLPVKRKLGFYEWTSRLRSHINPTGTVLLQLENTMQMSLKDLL
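Fluorogenic readout (Ex 365/Em 440 nm) of 4-methylumbelliferone released from 1 mM 4-MU-alpha-galactoside by spleen homogenate, 40 min at 37C, pH 5.0. Data normalized to no-enzyme and enzyme controls; Hill-equation AC50 from compound titrations.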
GAA inhib: alpha-glucosidase (human) inhibition; P10253; purified human GAA, 4-MU-alpha-glucoside fluorescence; Potency, µM (titrated, usually from 76.9 µM), for inactives: at the top dose activity change, negative = inhibition, actives largely listed as inhibitors; actives 0.005% (n = 200,000); AID 1466;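 note: plate controls were uninhibited enzyme wells for no effect and no-enzyme background for full effect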
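Activity normalized between no-enzyme (basal) and enzyme-only wells. Conditions: 4 nM human enzyme, 400 uM fluorogenic substrate, citrate/phosphate pH 5.0 with Tween-20, 20 min room temperature, compounds up to 77 uM.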
Tau fluor counter: counter-screen for tau fibril formation inhibitors. tau K18 P301L Alexa594 fluorescence, heparin fibrillization. Potency, µM (highest dose often 57.7 µM), without a hit: top-dose activity change, negative = decrease. actives 0.93% (n = 280,000); note: % is set by controls: 0 for no effect and ±100 for the full control effect; nearly all actives have a fitted effect of over 55% in size
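Human tau K18 P301L (15 uM unlabeled, 0.24 uM Alexa 594-labeled) in 100 mM sodium acetate pH 7 with 20 uM heparin, 6 hr at 37 C. ThT 30 uM added, 1 hr ambient; Alexa 594 FP and total fluorescence read at 555/632 nm.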
* marks the source's active call; other numbers are inactive results; ? = inconclusive; / = no result given; & = joins results of further samples; [ ] = remark or other dose. Calls come from the whole dose curve; as a rule, active = well fitted curve in the direction sought with a large enough effect; inconclusive = small, poorly fitted or top-dose-only effect, or another doubt; inactive = no such curve, though single readings can be large; an effect the other way counts as inactive or inconclusive. Potency is the fitted concentration of half-maximal effect. Hits appear at their usual frequency; about 3.3% have a hit in one of these screens.

Assay codes – A = GAA glycogen; B = Tau fibril ThT; C = HTT ATP protect; D = aGlu spleen mod; E = Tau FP inhib; F = aGal spleen mod; G = GAA inhib; H = Tau fluor counter
smiles: COc1ccc(-c2nc(SCC(=O)Nc3ccc4c(c3)OCO4)c(-c3ccc(OC)cc3)[nH]2)cc1
  A: 13%[76.3 µM] | B: -10% | C: / | D: / | E: 3% | F: / | G: / | H: ?
smiles: COCC(=O)N(CCN(C)C)Cc1cc2cc3c(cc2nc1Cl)OCO3
  A: 9% | B: 0% | C: 29%[10 µM] | D: -3% | E: -8% | F: -3% | G: 6% | H: -1%
smiles: CN(C)c1cccc2cccc(N(C)C)c12
  A: 7% | B: ? | C: 9%[10 µM] | D: -4% | E: ? | F: 2% | G: ? | H: -23%
smiles: CC(C)=CC/C=C1\CCC(C(=O)O)C(C(=O)O)C1 (stereo not drawn)
  A: 5% | B: -9% | C: -11% | D: ? | E: -16% | F: 12% | G: 5%[15.4 µM] | H: 16%
smiles: O=C(Nc1ccc(NC(=O)c2ccc(S(=O)(=O)c3ccccc3)cc2)cc1)c1ccccc1
  A: 3% | B: -2% | C: -3%[10 µM] | D: 2% | E: -8% | F: 5% | G: 3% | H: 4%
smiles: Cc1ccc(OCCN2CCNCC2)c([N+](=O)[O-])c1
  A: -3% | B: -6% | C: / | D: -9% | E: 13% | F: 3% | G: ? | H: -6%
smiles: CSCC[C@H](NC(=O)OC(C)(C)C)c1nnc(SCc2cccc(F)c2)o1
  A: 0% | B: -5% | C: -19%[0.074 µM] | D: 2% | E: -8% | F: 3% | G: -13% | H: -7%
smiles: COc1ccc(-c2nc(CS(=O)CC(=O)NCc3ccc(F)cc3)c(C)o2)cc1OC (stereo not drawn)
  A: 8%[76.3 µM] | B: -16% | C: / | D: / | E: -7% | F: / | G: / | H: -7%
smiles: O=C(c1ccc(S(=O)(=O)N2CCCCCC2)cc1)N(c1ccccn1)C1CCCCC1
  A: 5% | B: -9% | C: 6% | D: -7% | E: 5% | F: 6% | G: 6% | H: -4%
smiles: COc1ccc(C)cc1NC(=O)Nc1cccc(C(=O)O)c1
  A: -6% | B: -16% | C: 19%[10 µM] | D: -11% | E: -5% | F: 8% | G: 15% | H: -12%
smiles: COC(=O)C1=C(C)OC(N)=C(C#N)C1c1cc(OC)ccc1OC (stereo not drawn)
  A: -23% | B: -12% | C: 13% | D: -11% | E: -11% | F: 8% | G: -4% | H: -8%
smiles: CCCCCCCCCCCCC/C=C\[C@@H](O)[C@H](CO)NC(C)=O
  A: / | B: ? | C: -1% | D: 0% | E: -4% | F: 4% | G: / | H: -18%
smiles: CCc1ccc2c(c1)c(=O)c(C(=O)c1ccc(C)cc1)cn2CC(=O)Nc1ccccc1C
  A: 2%[76.3 µM] | B: -17% | C: / | D: / | E: ? | F: / | G: / | H: -2%
smiles: Cc1ccc(C)c(C(=O)COc2ncnc3ccccc23)c1
  A: -10% | B: 0% | C: / | D: 7% | E: -3% | F: 8% | G: 1% | H: -3%
smiles: c1ccc(-c2nc(-c3cccc4ccccc34)c(Nc3ccc4ccccc4c3)o2)cc1
  A: / | B: ? | C: -32%[inhibitor] | D: -3% | E: 0% | F: 2% | G: / | H: -22%
smiles: O=P1(O)Oc2c(-c3ccccc3)cc3ccccc3c2-c2c(c(-c3ccccc3)cc3ccccc23)O1
  A: / | B: -5% | C: 31% | D: -2% | E: -9% | F: -3% | G: / | H: -2%
smiles: COC(=O)c1cc2sccc2n1Cc1nc(-c2ccc(Cl)cc2)oc1C
  A: -9%[76.3 µM] | B: 3%&-9% | C: -14%[10 µM] | D: -1% | E: -1%&-2% | F: 5% | G: -2% | H: 0%&-5%
smiles: COc1cc(/C=N/NC(=O)CSc2ccccn2)ccc1OC(C)C
  A: 3% | B: -11% | C: -4%[10 µM] | D: 2% | E: 0% | F: -4% | G: / | H: -6%
smiles: CCCn1nc2cc(C(=O)NCCc3ccc(C)cc3)ccc2c1OCC
  A: -2% | B: ? | C: 0% | D: 2% | E: 3% | F: 14% | G: 5% | H: -3%
smiles: Clc1ccccc1-c1nnc(-c2ccccc2CNc2ccc(Br)cc2)o1
  A: -1%[76.3 µM] | B: -4% | C: / | D: / | E: -17% | F: / | G: / | H: -12%
smiles: Cc1ccc2c(c1)c1ncnc(N3CCN(c4ccccc4)CC3)c1n2C
  A: -3% | B: ? | C: -25%[0.074 µM] | D: -1% | E: 6% | F: 0% | G: -3% | H: ?
smiles: c1cn(CCCNC2=NCCCCC2)cn1
  A: -1% | B: 1% | C: -1% | D: 7% | E: -6% | F: 1% | G: -8% | H: 0%
smiles: COC(=O)c1ccc(NC(=O)CN(Cc2ccc(Cl)cc2)S(C)(=O)=O)cc1
  A: -14% | B: -14% | C: -6% | D: -6% | E: ? | F: -5% | G: -4% | H: ?
smiles: COc1ccc(S(=O)(=O)N2Cc3ccccc3CC2C(=O)Nc2ccc(C)cc2C)cc1OC (stereo not drawn)
  A: 6%[76.3 µM] | B: -6% | C: / | D: / | E: 6% | F: / | G: / | H: -12%
smiles: O=C(NCNC(=O)c1ccccc1)c1ccccc1
  A: 4% | B: -8% | C: 3% | D: 3% | E: 7% | F: 5% | G: ? | H: -3%
smiles: CNc1c(N)c(=O)oc2ccccc12
  A: -4% | B: ? | C: -53%[inhibitor] | D: -8% | E: -5% | F: 0% | G: 6% | H: -8%
smiles: O=c1c([N+](=O)[O-])c[nH]c2ccccc12
  A: 3% | B: 0% | C: -18%[10 µM] | D: -4% | E: -4% | F: 2% | G: 2% | H: -9%
smiles: COC(=O)CSc1nnc(CNS(=O)(=O)c2ccc(Br)cc2)n1C
  A: -20% | B: 5% | C: -17% | D: 0% | E: -1% | F: 1% | G: -1% | H: 2%

Part of the list above, with tabs.
SMILES	GAA glycogen	Tau fibril ThT	HTT ATP protect	aGlu spleen mod	Tau FP inhib	aGal spleen mod	GAA inhib	Tau fluor counter
CC(C)=CC/C=C1\CCC(C(=O)O)C(C(=O)O)C1 (stereo not drawn)	5%	-9%	-11%	?	-16%	12%	5%[15.4 µM]	16%
O=C(Nc1ccc(NC(=O)c2ccc(S(=O)(=O)c3ccccc3)cc2)cc1)c1ccccc1	3%	-2%	-3%[10 µM]	2%	-8%	5%	3%	4%
Cc1ccc(OCCN2CCNCC2)c([N+](=O)[O-])c1	-3%	-6%	/	-9%	13%	3%	?	-6%
CSCC[C@H](NC(=O)OC(C)(C)C)c1nnc(SCc2cccc(F)c2)o1	0%	-5%	-19%[0.074 µM]	2%	-8%	3%	-13%	-7%
COc1ccc(-c2nc(CS(=O)CC(=O)NCc3ccc(F)cc3)c(C)o2)cc1OC (stereo not drawn)	8%[76.3 µM]	-16%	/	/	-7%	/	/	-7%

Sorted by the number under Tau FP inhib (highest first): four of the compounds above
Structure | GAA glycogen | Tau fibril ThT | aGlu spleen mod | Tau FP inhib
COc1ccc(S(=O)(=O)N2Cc3ccccc3CC2C(=O)Nc2ccc(C)cc2C)cc1OC (stereo not drawn) | 6%[76.3 µM] | -6% | / | 6%
O=C(c1ccc(S(=O)(=O)N2CCCCCC2)cc1)N(c1ccccn1)C1CCCCC1 | 5% | -9% | -7% | 5%
CCCn1nc2cc(C(=O)NCCc3ccc(C)cc3)ccc2c1OCC | -2% | ? | 2% | 3%
c1ccc(-c2nc(-c3cccc4ccccc34)c(Nc3ccc4ccccc4c3)o2)cc1 | / | ? | -3% | 0%

Bioassay records: PubChem, National Center for Advancing Translational Sciences (NCATS)
